N-glyco inh: blocks N-linked glycosylation in D54 reporter cells; D54 ERlucT glycosylation luciferase reporter, 24 h; percent of 100 nM tunicamycin response; reporter increase, % at 12.5 µM; 0.23% of 360,000 active; AID 588692;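 active means mean luciferase reporter signal, scaled so untreated is 0 and the glycosylation-blocking control 100, at or above a set limit in every replicate; inconclusive means mean reaches the limit but not every replicate does; inactive means mean below the limit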;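 further: luciferase carries N-glycosylation sites so blocking glycosylation raises the light; 0% = median of neutral control wells and 100% = median of 100 nM tunicamycin wells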
PDI inh: PDI (human) enzyme inhibition; inhibition, % at 10 µM; 0.052% of 350,000 active; AID 588391; PDI insulin aggregation turbidity, A650, 90 min; P07237;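 active means mean inhibition across replicates of 30% or more, whatever share of single replicates reach that level; inconclusive means mean inhibition below 30% while every single replicate reaches 30%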;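 further: absorbance from insulin aggregation driven by PDI reduction with DTT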
Target sequence (P07237 whole entry, looked up): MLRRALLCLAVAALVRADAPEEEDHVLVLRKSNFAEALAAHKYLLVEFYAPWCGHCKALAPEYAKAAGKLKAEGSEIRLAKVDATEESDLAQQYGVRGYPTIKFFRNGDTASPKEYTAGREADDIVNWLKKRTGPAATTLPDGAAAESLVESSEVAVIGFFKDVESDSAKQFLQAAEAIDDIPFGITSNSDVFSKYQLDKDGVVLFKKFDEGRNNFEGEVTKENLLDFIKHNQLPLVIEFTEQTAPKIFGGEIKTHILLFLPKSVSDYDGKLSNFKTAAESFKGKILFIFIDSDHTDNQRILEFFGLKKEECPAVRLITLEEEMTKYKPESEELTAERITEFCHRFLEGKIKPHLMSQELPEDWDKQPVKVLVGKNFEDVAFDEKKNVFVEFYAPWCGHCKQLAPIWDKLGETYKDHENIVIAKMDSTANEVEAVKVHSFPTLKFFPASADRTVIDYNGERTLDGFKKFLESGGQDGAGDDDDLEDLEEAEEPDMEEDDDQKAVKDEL
CaV13 ICDI inh: Disruptors of the CACNA1D IQ motif to Ca2+-dependent inactivation inhibitor domain association, primary screening, Förster resonance energy transfer in intact living …; HEK cells, CFP/YFP FRET ICDI-IQ, plate reader, 10 min; percent FRET-ratio fall versus neutral wells; inhibition, % at 12.3 µM; 0.098% of 340,000 active; AID 743397;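 active means mean replicate inhibition of at least 30% and at least 1% of replicates passing that level; inconclusive means only one of the two criteria is met; inactive means neither criterion is met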;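 further: 0% = median of the neutral control wells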
Vif imaging: blocks HIV Vif function; HEK293T cells, Vif self-association by quenched fluorescence, imaging, 24 h; inhibition, % at 7.49 µM; 0.35% of 340,000 active; AID 602346; in the data active means inhibition above about 50%, passing the limit was not always enough; inconclusive means no clear call, values can overlap the other calls; inactive means below about 31%; further: some results filed as inactive read as strong as hits
m5-HT2A agonist: agonists of mouse serotonin 5-HT2A receptor (HTR2A); 0.66% of 360,000 active; P35363; CHO-K1 mHTR2A beta-arrestin complementation, luminescence; percent of 30 µM serotonin response; activation, % at 7.6 µM;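 active means activation above a run cutoff, the mean activation of all tested compounds plus 3 SD, cut at about 14% in these data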;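 further: 0% = plate median of compound wells and 100% = 30 µM serotonin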
Target sequence (P35363 whole entry, looked up): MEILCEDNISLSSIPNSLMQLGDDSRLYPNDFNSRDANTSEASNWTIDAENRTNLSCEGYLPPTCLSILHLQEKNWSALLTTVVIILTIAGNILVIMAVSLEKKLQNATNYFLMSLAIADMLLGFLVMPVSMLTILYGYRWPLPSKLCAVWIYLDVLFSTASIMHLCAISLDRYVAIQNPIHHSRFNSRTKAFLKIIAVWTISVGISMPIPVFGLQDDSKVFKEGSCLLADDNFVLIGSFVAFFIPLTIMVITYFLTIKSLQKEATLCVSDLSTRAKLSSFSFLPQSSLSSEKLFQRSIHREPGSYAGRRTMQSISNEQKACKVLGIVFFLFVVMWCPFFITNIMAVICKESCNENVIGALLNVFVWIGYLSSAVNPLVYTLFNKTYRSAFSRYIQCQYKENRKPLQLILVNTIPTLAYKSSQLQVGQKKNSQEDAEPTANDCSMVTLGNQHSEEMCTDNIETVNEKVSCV
Cardio protect: myocardial damage modulation in H9c2 cells | H9c2 cardiomyocytes, H2O2 injury protection, ATPLite, 2 h | protection from H2O2 cell death, % at 20 µM | 0.63% of 360,000 active | AID 588492;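 active means compounds giving at least 50% protection of heart cells from peroxide-induced death in the single-dose screen, raw or plate-pattern-corrected value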;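 further: 0% = DMSO wells with peroxide and 100% = DMSO wells without peroxide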
ABCB6 inh 2: blocks the human ABCB6 transporter. 0.19% of 360,000 active. K562-ABCB6 porphyrin accumulation, flow cytometry, 1 h; stronger effect = lower value. fluorescence ratio to DMSO, % at 10 µM. Q9NP58;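 active means fluorescence ratio to DMSO below 75%, the collection mean minus 3 SD; inconclusive means too few cells collected in the well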;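 further: signal is porphyrin accumulated inside mitochondria; 100% equals median channel fluorescence of DMSO control wells; lower ratio means ABCB6 inhibition with less porphyrin fluorescence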
Exocytosis inh: lytic granule exocytosis inhibition. AID 651702. inhibition, % at 10 µM. 0.66% of 360,000 active. TALL-104 LAMP-1 surface exposure, flow cytometry; cells stimulated with thapsigargin and PMA;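 active means inhibition above about 55%, limit read from the data; inconclusive means no clear call, values can overlap the other calls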
aDG glyco act: alpha-DG glycosylation activation; Pro5-aDG cells, alpha-DG glycosylation AlphaScreen (IIH6); 0% Pro5, 100% B10-LARGE cell signal; 0.22% of 360,000 active; AID 624168; activation, % at 10 µM;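 active means activation of at least 8% versus controls, or a plate z-score of at least 8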;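 further: Pro5 are CHO cells carrying HIG-tagged alpha-DG that lacks glycosylation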
iPSC survival up: increases survival of single human iPS cells. hiPSC single-cell survival, ATPlite luminescence; 100% = ROCK inhibitor wells, 0% = DMSO. survival enhancement, % at 20 µM. 0.044% of 360,000 active. AID 602274; in the data active means survival enhancement above about 18%;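 further: cells exposed to compounds for 16 hours before the ATP read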
* hit, by the source's call; ? = inconclusive; / = no result given.

SMILES | N-glyco inh | PDI inh | CaV13 ICDI inh | Vif imaging | m5-HT2A agonist | Cardio protect | ABCB6 inh 2 | Exocytosis inh | aDG glyco act | iPSC survival up
CCCn1c(SCC(=O)c2ccc3c(c2)OCCO3)nc2c1c(=O)n(C)c(=O)n2C | 2 | 5 | -5 | 10 | 0 | -4 | 105 | 2 | -0.2 | 1.8
Cc1nc2sc(C(N)=O)c(N)c2c2c1CCCC2 | -12 | 14 | 3 | -5 | 2 | -1 | 97 | -2 | 0.1 | -0.2
Cc1ccc(-c2nc(N)sc2-c2ccccc2)cc1C | -3 | -8 | -18 | -4 | -7 | -4 | 97 | 1 | 0.3 | -0.5
COc1cc(/C=N/NC(=O)Nc2ccccc2)ccc1OCCOc1ccccc1C | 17 | -4 | -4 | -4 | -1 | -14 | 98 | 0 | -0.3 | -1.9
Cc1ccc2nc(C)cc(Nc3ccc4c(c3)OCCO4)c2c1 | -1 | -1 | -4 | -13 | -5 | 2 | 95 | 3 | 0.3 | -4.4
O=P(O)(CCCP(=O)(O)CCc1ccccc1)CCc1ccccc1 | -1 | 5 | -5 | 5 | -5 | 3 | 96 | 8 | -0.3 | -1.7
Cc1ccc(CN2CCN(c3ncccn3)CC2)o1 | 0 | 11 | -9 | / | 30* | 3 | 89 | -3 | 0.1 | 3.1
COc1cccc2c(O)c(-c3ccccc3)c(=O)[nH]c12 | 0 | 0 | -4 | -1 | 1 | 4 | 98 | 2 | 0.1 | 1.7
O=C(Nc1nnc(-c2ccc3c(c2)CCCC3)o1)c1ccccc1 | 2 | -8 | -7 | 4 | -12 | 52* | 96 | 4 | 0.0 | -0.3
CCOC(=O)CSc1nc2ccccc2c(=O)n1C1CCCC1 | 1 | 4 | -5 | -2 | -2 | 1 | 97 | 1 | -0.2 | 2.9
COC1=CC(=O)OC(c2ccccc2)C1 (centres undefined) | / | / | -10 | / | 2 | / | / | -4 | -0.2 | /
CC(O)CSc1nc2c(c(=O)n(C)c(=O)n2C)n1CCCc1ccccc1 (centres undefined) | 2 | / | -5 | -2 | 0 | 8 | 104 | -7 | -0.2 | 4.2
CCN(CC)CCN1C(=O)c2oc3ccccc3c(=O)c2C1c1ccccc1 (centres undefined) | -1 | -8 | / | -3 | -3 | 1 | 101 | 10 | -0.3 | 3.5
Cc1sc2ncnc(Sc3nnnn3-c3ccccc3)c2c1C | -4 | 2 | / | / | 12 | -17 | 93 | -1 | 0.8 | -0.2
C=CCN1CCN(c2ccncc2S(=O)(=O)N2CCN(C)CC2)CC1 | 1 | 15 | -6 | 0 | -1 | 5 | 99 | 4 | -0.1 | -1.5
Cc1ccc(SCC(=O)Nc2cccc(NC(=O)c3ccco3)c2)cc1 | -2 | 1 | / | 12 | 4 | 14 | 110 | 2 | -0.2 | -0.2
CCOC(=O)c1c(C)n(C)c2ccc(OCC(N)=O)cc12 | 3 | 0 | -6 | 12 | -2 | -4 | 94 | -3 | 0.0 | -2.1
O=C(COCC(=O)Nc1cccc(C(F)(F)F)c1)Nc1cccc(C(F)(F)F)c1 | 4 | -5 | -9 | -9 | 2 | -16 | 97 | -4 | 0.3 | -1.9
Cc1nc(Nc2ccccc2)sc1C(=O)Nc1ccccc1 | 1 | 6 | -3 | 0 | -5 | -3 | 100 | 1 | 0.0 | -0.1
COc1ccccc1N1CCN(C(=O)C2CCC(Cn3c(=S)[nH]c4ccccc4c3=O)CC2)CC1 (centres undefined) | -6 | 3 | -6 | -7 | 1 | 9 | 97 | 1 | 1.3 | -1.5
COc1ccc(CCn2c(C)cc3c(c2=O)C(c2ccc4c(c2)OCO4)C(C#N)=C(N)O3)cc1OC (centres undefined) | -4 | -4 | -5 | -1 | -4 | 47 | 100 | 1 | -0.2 | 3.3
COc1cc(NC(=O)CSc2nc3ncnc(N)c3[nH]2)c(C(=O)O)cc1OC | 3 | -5 | -4 | 5 | -2 | 3 | 96 | -13 | -0.2 | 0.3
COc1ccc(C(C(=O)NCc2ccccc2)N(C(=O)c2snc(C(N)=O)c2N)C2CCCC2)cc1 (centres undefined) | 0 | 10 | -3 | -3 | 10 | 2 | 100 | 6 | -0.1 | -0.5
COc1cc2c(cc1OC)-c1cc(NC3CCCCCCC3)nc(=O)n1CC2 | -3 | 3 | / | 3 | 1 | 4 | / | -3 | -0.6 | 8.9
O=C(CN1C(=O)C2CCCCC2C1=O)OCC(=O)c1ccc(Cl)s1 (centres undefined) | 1 | -3 | 1 | 0 | -6 | 2 | 101 | -1 | 0.0 | 0.5

Rewritten with values under each structure: 3 of the compounds above
Values run as follows: N-glyco inh | PDI inh | CaV13 ICDI inh | Vif imaging | m5-HT2A agonist | Cardio protect | ABCB6 inh 2 | Exocytosis inh | aDG glyco act | iPSC survival up
Cc1nc2sc(C(N)=O)c(N)c2c2c1CCCC2
→ -12 | 14 | 3 | -5 | 2 | -1 | 97 | -2 | 0.1 | -0.2
Cc1ccc(-c2nc(N)sc2-c2ccccc2)cc1C
→ -3 | -8 | -18 | -4 | -7 | -4 | 97 | 1 | 0.3 | -0.5
COc1cc(/C=N/NC(=O)Nc2ccccc2)ccc1OCCOc1ccccc1C
→ 17 | -4 | -4 | -4 | -1 | -14 | 98 | 0 | -0.3 | -1.9

(continued)
SMILES | N-glyco inh | PDI inh | CaV13 ICDI inh | Vif imaging | m5-HT2A agonist | Cardio protect | ABCB6 inh 2 | Exocytosis inh | aDG glyco act | iPSC survival up
O=C(NCC(c1ccco1)N1CCN(c2ccccc2F)CC1)C(=O)NC1CCCC1 (centres undefined) | -2 | -12 | -5 | / | 4 | 6 | 93 | 0 | 0.2 | 0.0
COc1ccc(CCNC(=O)C(C)OC(=O)c2cccs2)cc1OC (centres undefined) | 3 | 8 | -3 | -10 | 10 | -7 | 97 | -4 | 0.0 | -0.2
CCOC(=O)C1=C(Nc2ccccc2)CSC1 | 0 | -6 | -6 | 4 | 0 | -1 | 103 | -5 | 0.0 | 0.7
COC(=O)c1cnc2c(c(C)nn2C)c1OC | 2 | -10 | -5 | / | 9 | 2 | 100 | -6 | -0.2 | -0.8
CC(C)(C)NC(=O)NC(=O)COC(=O)CNS(=O)(=O)/C=C/c1ccccc1 | -1 | 8 | -3 | 42 | -2 | -4 | 98 | 8 | -0.4 | -0.8
C=C(C)c1ccc(C(C)(C)NC(=O)N2CCN(C)CC2)cc1 | 1 | -2 | -2 | / | 9 | -3 | 196 | -13 | -0.2 | 4.5
Cc1ccc(S(=O)(=O)N2CCC(=O)N(C(COCc3ccccc3)Cc3ccccc3)CC2)cc1 (centres undefined) | -3 | 15 | -10 | -1 | -3 | 1 | 90 | 90* | 0.3 | -3.2
COc1ccc(N2CCN(C(C)C(=O)N(C)Cc3ccccc3)CC2)cc1 (centres undefined) | 0 | 2 | -4 | -16 | -8 | 4 | 87 | ? | -0.1 | -0.4
CC1(C)CC(n2c(=S)[nH]c3ccccc3c2=O)CCO1 (centres undefined) | -1 | -2 | -6 | -5 | -2 | 6 | 99 | -5 | -0.1 | 0.3
COc1cc(C(=O)N2CCCN(C)CC2)cc(OC)c1C | 2 | 6 | -3 | -6 | -1 | 3 | 92 | 15 | 0.0 | -0.1
CC(c1ccccc1)N1C(=O)c2ccc(C(=O)NCc3cccnc3)cc2C1=O (centres undefined) | 1 | -4 | / | 5 | -5 | -5 | 100 | 2 | -0.1 | -0.2
CCOc1c(Cl)cc(CNc2nnnn2C)cc1OC | 0 | -24 | -6 | 12 | 0 | 8 | 98 | 0 | -0.1 | -0.5
CNC(=O)CC1C(=O)N(C)C(=S)N1NC(=O)c1ccc(Cl)cc1 (centres undefined) | 0 | -2 | -2 | -2 | 2 | 9 | 86 | 0 | 0.1 | 1.1
Cc1cc(N2CCN(Cc3nc(-c4ccc(F)cc4)oc3C)CC2)cc(C)n1 | -1 | 21 | 10 | / | 4 | -2 | 106 | 1 | 1.8 | 1.7
Cc1cc2c(cc1C)NC(c1ccccn1)C1=C(CC(C)(C)CC1=O)N2 (centres undefined) | 0 | 3 | / | 2 | -3 | 11 | 105 | -1 | 0.0 | 3.2
Cc1ccc(F)cc1NC(=O)CSCc1c(C)noc1C | 0 | -3 | -5 | 22 | 3 | -2 | 96 | 1 | 0.3 | -0.4
O=C(O)CSc1ncnc2scc(-c3ccccc3)c12 | 1 | 6 | -2 | -13 | -5 | -4 | 93 | -2 | 0.0 | 2.0
COc1ccc(C(CNC(=O)C(C)Sc2ccccc2)N2CCOCC2)cc1 (centres undefined) | 2 | 4 | -6 | -3 | 0 | 6 | 98 | 1 | 0.1 | 0.7
CCOC(=O)C1=C(N)n2c(s/c(=C\c3cccs3)c2=O)=C(C(=O)OCC)C1c1cccs1 (centres undefined) | 16 | 2 | -3 | 10 | 10 | 14 | 94 | 3 | -0.7 | -1.2
COc1ccc(Cl)cc1-c1cc(C(=O)Nc2ccccc2)[nH]n1 | 3 | -7 | -4 | -12 | -3 | 2 | 96 | -3 | 0.0 | -2.2
CC(C)c1ccc(CN2CCC(n3nccc3NC(=O)C3CCCC3)CC2)cc1 | -3 | -8 | -6 | -11 | 8 | -5 | 97 | -6 | 0.9 | 5.9
CCN(CC)CCN(Cc1cc2cc(C)ccc2[nH]c1=O)C(=S)Nc1ccccc1 | -4 | 4 | -6 | 30 | -19 | 24 | 103 | 1 | 1.9 | -2.9
COc1ccc(OC)c(S(=O)(=O)NCc2cn3c(C)csc3n2)c1 | 2 | / | -9 | -2 | 4 | 1 | 99 | -2 | -0.1 | 3.0

Copied from the list.
COc1cc(C(=O)N2CCCN(C)CC2)cc(OC)c1C in ABCB6 inh 2 shows 92
COc1ccc(N2CCN(C(C)C(=O)N(C)Cc3ccccc3)CC2)cc1 (centres undefined) in iPSC survival up shows -0.4
CCOC(=O)C1=C(Nc2ccccc2)CSC1 in m5-HT2A agonist shows 0
CCOc1c(Cl)cc(CNc2nnnn2C)cc1OC in ABCB6 inh 2 shows 98
O=P(O)(CCCP(=O)(O)CCc1ccccc1)CCc1ccccc1 in N-glyco inh shows -1
COc1cc2c(cc1OC)-c1cc(NC3CCCCCCC3)nc(=O)n1CC2 in Vif imaging shows 3
O=C(COCC(=O)Nc1cccc(C(F)(F)F)c1)Nc1cccc(C(F)(F)F)c1 in Cardio protect shows -16

Screening data as filed in PubChem.
